Bioassay records (PubChem)
PAD4 FP inh = inhibitors of human PAD4; Q9UM07; recombinant PAD4, RCA probe fluorescence polarization; inhibition, % at 6.36 µM; 0.41% of 330,000 active;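 active = percent inhibition above a cutoff equal to the mean of all tested compounds plus 3 SD, cut at about 15% in these data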;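 also: 0% = PAD4 with RCA probe and DMSO and 100% = probe without PAD4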
PAFAH1B3 inh = PAFAH1B3 (human) inhibition; Q15102; recombinant PAFAH1B3, FP-rhodamine probe, fluorescence polarization; inhibition, % at 3.39 µM; 0.28% of 340,000 active; AID 492972;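 active = inhibition above the screen-wide average of all tested compounds plus 3 SD, cut at about 25% in these data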;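 also: 0% = enzyme with DMSO only and 100% = wells lacking PAFAH1B3 protein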
Target sequence (Q15102 whole entry, looked up): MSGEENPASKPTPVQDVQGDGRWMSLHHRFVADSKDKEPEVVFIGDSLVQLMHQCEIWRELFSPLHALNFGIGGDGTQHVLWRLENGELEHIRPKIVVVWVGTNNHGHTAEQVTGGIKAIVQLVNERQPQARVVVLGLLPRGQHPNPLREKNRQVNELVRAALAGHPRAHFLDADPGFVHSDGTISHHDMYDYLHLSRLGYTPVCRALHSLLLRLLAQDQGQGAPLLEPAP
pPAFAH FP inh = inhibitors of human plasma PAF acetylhydrolase (pPAFAH); recombinant pPAFAH, FP-rhodamine probe fluorescence polarization; inhibition, % at 3.39 µM; 1.5% of 330,000 active; AID 463082;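 active = inhibition above the mean inhibition across the screen plus 3 SD, cut at about 25% in these data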;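 also: inhibitors block binding of the rhodamine activity-based probe so polarization drops; 0% = enzyme with DMSO and 100% = wells lacking pPAFAH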
Target sequence (Q13093 whole entry, looked up): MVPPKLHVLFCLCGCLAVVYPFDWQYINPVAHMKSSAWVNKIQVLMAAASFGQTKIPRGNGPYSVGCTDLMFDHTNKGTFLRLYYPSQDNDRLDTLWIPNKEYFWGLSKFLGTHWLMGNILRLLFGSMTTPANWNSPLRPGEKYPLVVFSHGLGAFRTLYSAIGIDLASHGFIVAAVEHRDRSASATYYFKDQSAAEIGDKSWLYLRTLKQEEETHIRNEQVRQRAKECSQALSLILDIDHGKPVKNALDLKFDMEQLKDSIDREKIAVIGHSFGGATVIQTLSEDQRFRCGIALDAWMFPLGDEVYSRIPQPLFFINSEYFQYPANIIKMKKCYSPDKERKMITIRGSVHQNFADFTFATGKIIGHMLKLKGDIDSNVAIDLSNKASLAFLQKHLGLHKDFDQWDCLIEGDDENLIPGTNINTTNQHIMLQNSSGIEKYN
PREPL inhibitor = human PREPL enzyme inhibition. AID 2751. 0.68% of 320,000 active. recombinant PREPL, fluorescence polarization activity-based probe. Q4J6C6. inhibition, % at 5.96 µM; in the data active = inhibition above about 43%;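 also: 0% = enzyme with DMSO and 100% = wells lacking enzyme; many of its hits are not listed in these tables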
PAFAH1B2 FP inh = inhibitors of human PAFAH1B2; 1.2% of 340,000 active; P68402; inhibition, % at 3.39 µM; recombinant PAFAH1B2, FP-rhodamine activity probe, fluorescence polarization;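 active = inhibition above the mean of all tested compounds plus 3 SD, cut at about 24% in these data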;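 also: 0% = enzyme with DMSO and 100% = wells lacking PAFAH1B2; many of its hits are not listed in these tables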
PME-1 primary = blocks human protein phosphatase methylesterase 1. AID 2130. inhibition, % at 5.9 µM. recombinant PME-1, FP-Rh probe fluorescence polarization. Q9Y570. 0.53% of 320,000 active;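 active = inhibition above the campaign mean of all compounds plus 3 SD, cut at about 26% in these data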;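 also: competitive labeling of PME-1 active site by serine hydrolase directed probe; 0% = PME-1 with DMSO and 100% = wells lacking PME-1 enzyme; inhibitors block probe labeling so polarization falls and inhibition rises; many of its hits are not listed in these tables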
Target sequence (Q9Y570 whole entry, looked up): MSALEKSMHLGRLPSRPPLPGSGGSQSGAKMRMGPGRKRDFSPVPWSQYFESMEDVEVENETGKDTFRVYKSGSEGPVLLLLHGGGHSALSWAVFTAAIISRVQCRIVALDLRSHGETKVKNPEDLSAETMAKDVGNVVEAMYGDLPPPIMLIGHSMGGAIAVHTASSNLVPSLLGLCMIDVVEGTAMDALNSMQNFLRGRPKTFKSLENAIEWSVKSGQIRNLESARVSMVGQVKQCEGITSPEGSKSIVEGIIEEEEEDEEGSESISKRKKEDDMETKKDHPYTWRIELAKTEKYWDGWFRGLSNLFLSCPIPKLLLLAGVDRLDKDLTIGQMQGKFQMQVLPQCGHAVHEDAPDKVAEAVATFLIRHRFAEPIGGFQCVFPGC
GSTO1 counter = blocks human GSTO1 in RBBP9 counter-screen | P78417 | 1.1% of 300,000 active | recombinant GSTO1, activity-based probe fluorescence polarization | inhibition, % at 5.96 µM;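 active = inhibition above the campaign mean inhibition plus 3 SD, cut at about 35% in these data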;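 also: 0% = GSTO1-1 with DMSO and 100% = wells lacking GSTO1-1 enzyme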
LYPLA1 counter = blocks human lysophospholipase 1, a PME1 counter-screen; O75608; recombinant LYPLA1, FP-Rh probe fluorescence polarization; 0.16% of 320,000 active; inhibition, % at 5.9 µM;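 active = inhibition above the mean of all tested compounds plus 3 SD, set per campaign, cut at about 14% in these data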;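 also: inhibitors block serine hydrolase probe labeling of LYPLA1 so polarization falls; 0% = enzyme with DMSO and 100% = wells lacking LYPLA1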
LYPLA2 counter = blocks human lysophospholipase 2, a PME1 counter-screen | recombinant LYPLA2, FP-Rh probe fluorescence polarization | inhibition, % at 5.9 µM | 0.38% of 320,000 active | AID 2177;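 active = inhibition above the screen-wide mean plus 3 SD, limit set per campaign, cut at about 26% in these data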;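 also: 0% = LYPLA2 with DMSO and 100% = wells lacking LYPLA2 enzyme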
Numbers without * were called inactive; . = not tested or not shown.

SMILES	PAD4 FP inh	PAFAH1B3 inh	pPAFAH FP inh	PREPL inhibitor	PAFAH1B2 FP inh	PME-1 primary	GSTO1 counter	LYPLA1 counter	LYPLA2 counter
CCCCNS(=O)(=O)c1ccc(OCC(=O)N2CCN(Cc3ccc4c(c3)OCO4)CC2)cc1	-7	0	12	12	6	3	1	-3	-2
CNCCCc1ccccc1	-1	-5	0	-7	-3	6	7	-2	0
O=C1CC(N2CC=C(c3ccc(F)cc3)CC2)C(=O)N1c1ccc(F)cc1 (centres undefined)	-6	4	4	-4	0	-10	-1	-2	-3
Cc1nccc2c1[nH]c1ccccc12	-7	3	1	19	4	0	-2	3	1
O=C(CN1CC(c2ccccc2)CC1=O)Nc1ccc(F)cc1 (centres undefined)	3	4	-5	-5	1	-7	-2	-2	-9
COC(=O)c1ccc(CC(C(=O)c2ccccc2)N(C)C)cc1 (centres undefined)	-4	0	2	-5	3	0	-11	-6	-6
CCCC(=O)N(C)C1=Nc2ccc(Cl)cc2C(c2ccccc2)=[N+]([O-])C1	0	2	5	-2	3	-12	-1	1	2
COc1ccc(OC)c(CN2CCN(C(=O)Cc3ccccc3)CC2)c1	-2	3	4	0	4	-1	0	-2	0
CSc1nc2ccccc2c(=O)n1-c1cccnc1	0	8	-1	2	5	2	-6	5	3
CCCC(=O)C1C(=O)NC(=O)NC1=O	-4	5	-1	13	3	1	-2	-2	-5
COc1ccc(-n2c(O)c(C(C)=NCc3ccco3)c(=O)[nH]c2=O)cc1	-5	1	0	8	-1	4	1	-3	4
COC(=O)C1=C(c2ccc(-c3ccccc3)c(F)c2)C[C@@H]2CC[C@H]1N2C(=O)N1CCc2cc(OC)c(OC)cc2C1	-2	-2	4	4	-1	-8	.	2	2
Cc1ccccc1CN1CCN(c2ccc(Cl)cc2)CC1	3	2	4	21	6	3	4	2	4
Cc1ccc(-n2c(-c3ccc([N+](=O)[O-])cc3)nc3ccccc3c2=O)cc1	1	-1	7	2	-2	4	6	1	1
Cc1ccccc1NC1=NCC(C)S1 (centres undefined)	-1	4	6	6	2	1	0	-1	-2
CCN1CCN(C(=O)COc2ccc(S(=O)(=O)N3CCOCC3)cc2C)CC1	-4	4	-1	-7	2	-5	-1	3	1
O=C(O)c1ccc(-[n+]2c(-c3ccccc3)cc(-c3ccccc3)cc2-c2ccccc2)cc1	4	-6	4	7	-1	-2	4	0	3
COc1ccc(Oc2cc(NC(=O)c3nn(C)cc3[N+](=O)[O-])cc([N+](=O)[O-])c2)cc1	-1	-1	17	17	-6	-6	-22	-14	16
Cc1nn(-c2ccccc2)c2c1C(c1ccc3c(c1)OCO3)SCC(=O)N2 (centres undefined)	-3	6	-5	-28	2	2	1	1	-2
O=C(c1c[nH]cc1-c1ccccc1)c1cccc2ccccc12	0	-3	-3	-23	-2	-13	10	-5	5
O=C(c1ccccc1)C(CN1CCCC1)c1ccccc1 (centres undefined)	3	8	2	0	-1	-9	-20	-4	-5
N#CC(C#N)=Cc1cccnc1	-2	13	4	4	0	5	10	-3	-1
O=c1[nH]c(=S)[nH]c(O)c1N=Nc1ccc2c(c1)OCCO2	-17	-7	-4	-29	-3	-8	3	-2	-13
Cc1cc(=O)oc2cc(OCC(=O)N3CCC(C(=O)O)(c4ccccc4)CC3)ccc12	2	3	1	1	1	2	-5	5	7
Cc1ccc(OCC(=O)N2CCCC(N3CCN(c4ccc(F)cc4)CC3)C2)cc1 (centres undefined)	3	8	-2	-12	8	3	3	3	-4

Another view of 2 compounds above:
Results follow in this order: PAD4 FP inh	PAFAH1B3 inh	pPAFAH FP inh	PREPL inhibitor	PAFAH1B2 FP inh	PME-1 primary	GSTO1 counter	LYPLA1 counter	LYPLA2 counter
- COc1ccc(Oc2cc(NC(=O)c3nn(C)cc3[N+](=O)[O-])cc([N+](=O)[O-])c2)cc1
    -1	-1	17	17	-6	-6	-22	-14	16
- Cc1nn(-c2ccccc2)c2c1C(c1ccc3c(c1)OCO3)SCC(=O)N2 (centres undefined)
    -3	6	-5	-28	2	2	1	1	-2

More records follow.
SMILES	PAD4 FP inh	PAFAH1B3 inh	pPAFAH FP inh	PREPL inhibitor	PAFAH1B2 FP inh	PME-1 primary	GSTO1 counter	LYPLA1 counter	LYPLA2 counter
CCCNC(=O)N1[C@H]2CC[C@@H]1C(C(=O)OC)=C(c1cc3ccccc3s1)C2	-1	14	3	-1	-4	-4	-4	0	-1
CCc1ccc(N2C(=O)NC(=O)/C(=C\c3cccn3CCOc3ccc(C(C)C)cc3)C2=O)cc1	-2	3	2	-10	16	-4	-2	-2	3
Cc1cc(C)c(C(=O)CN2CCOCC2)c(C)c1	-1	-1	1	-3	3	-5	5	0	-5
O=P(Nc1ccccc1)(Nc1ccccc1)Oc1ccccc1	-4	6	1	2	4	-7	0	0	1
CC1CCC[C@H](O)CCCCCc2cc(O)cc(O)c2C(=O)O1 (some centres undefined)	-4	11	-7	10	-1	-11	-4	0	-1
CC(C)CCP(=O)(O)c1ccccc1	-4	5	-1	3	1	3	1	-2	-5
Cc1ccc2nc(N3CCN(C)CC3)[nH]c2c1	-3	5	-1	-2	-2	1	-2	0	-5
Cc1cccn2c(NCC3CCCO3)c(C(C)C)nc12 (centres undefined)	3	3	1	2	4	4	-1	1	4
CCN1CCN(Cc2cc(Br)cc(Br)c2O)CC1	5	2	-3	-16	7	5	7	3	5
O=c1[nH]c(=O)n(Cc2ccccc2)c(O)c1C=NCCN1CCOCC1	3	1	-1	12	5	6	-4	3	2
CCCCOC(=O)c1ccccc1C(=O)OCc1ccccc1	4	2	-1	-6	-1	-3	.	2	5
CN1C(=O)N(C)C(=O)C2(Cc3ccccc3N3CCOCC32)C1=O (centres undefined)	-1	4	2	0	-7	-1	-3	1	2
OC(c1ccccc1)(c1ccccc1)C1CCCN1 (centres undefined)	-2	0	4	-3	0	-1	-2	-2	3
Cc1ccc(-c2nn(Cc3ccccc3)cc2C(=O)O)cc1	-1	-1	3	3	3	-3	-1	-1	2
CN1C(=O)C(=Cc2ccc(N3CCOCC3)c([N+](=O)[O-])c2)C(=O)N(C)C1=O	6	.	-5	9	.	-5	14	-3	-2
CCOC(=O)c1c(C)n(Cc2ccco2)c2c1cc(O)c1ccccc12	-1	3	22	1	6	-4	0	3	11
CCCCOc1ccc(C(C)=O)cc1Cc1c(O)[nH]c(=S)[nH]c1=O	-3	1	6	-7	4	-2	7	0	3
COC(=O)C1=C(c2cccc(C#N)c2)C[C@@H]2CC[C@H]1N2C(=O)NCc1ccco1	0	9	4	4	7	5	.	-1	8
O=C(COc1ccc(Cl)cc1)N1CCN(Cc2ccccc2)CC1	1	0	4	-5	3	-3	11	-2	9
CCCCn1c(N)c(C(=O)OCCOC)c2nc3ccccc3nc21	-5	.	4	6	.	8	17	2	0
COC(=O)C1=C(c2ccccc2OCc2ccccc2)C[C@@H]2CC[C@H]1N2C(=O)NCCN1CCOCC1	-3	6	2	15	2	4	.	1	6
O=C(O)C(O)(c1ccccc1)C1CCCCC1 (centres undefined)	-5	7	-6	4	4	-8	-2	-2	-4
Cc1cc(/C=C2/C(=O)NC(=O)N(Cc3ccco3)C2=O)c(C)n1-c1ccccc1	-3	12	12	-1	10	-2	6	-1	1
COC(=O)C(C)Oc1cc(C)cc2oc(=O)c3c(c12)CCC3 (centres undefined)	-2	3	-1	0	0	2	3	-2	7
N#CC1(c2ccccc2)CCN(C2CC(=O)N(c3ccc(F)cc3)C2=O)CC1 (centres undefined)	18*	0	3	0	4	7	3	1	4

New compounds follow.
SMILES	PAD4 FP inh	PAFAH1B3 inh	pPAFAH FP inh	PREPL inhibitor	PAFAH1B2 FP inh	PME-1 primary	GSTO1 counter	LYPLA1 counter	LYPLA2 counter
COc1ccc(/C=C2/C(=O)NC(=O)N(c3ccc(C)c(C)c3)C2=O)cc1CN1C(=O)c2ccccc2C1=O	-2	5	-3	13	-1	0	3	0	7
CCOc1cccc(=NC2CCCCC2)c2c(C)n(C)c(C)c12	1	.	4	48*	.	-7	-17	2	4
CCn1cc(C=C2C(=O)N(C)C(=O)N(C)C2=O)c2ccccc21	0	10	-3	16	8	-3	-5	-4	-6
Cn1c(N)c(C(=O)COC(=O)Cc2ccccc2)c(=O)n(C)c1=O	-4	15	-1	18	6	.	.	.	.
Cn1cc(C(=O)OCC(=O)Nc2ccccc2)c2ccccc21	2	0	29*	-1	2	2	.	-3	2
CNCC(O)c1cc(F)c(OCc2ccccc2)c(OCc2ccccc2)c1F (centres undefined)	1	2	1	-27	3	0	3	-1	-3
CN1CCN(c2nc3ccccc3o2)CC1	0	3	2	-9	4	1	4	-4	1
O=c1[nH]c(=O)n(Cc2ccc(F)cc2)c(O)c1C=NCCN1CCCCC1	2	5	4	3	10	0	6	3	8
COc1cc2c(c(OC)c1OC)-c1ccc(O)c(=O)cc1[C@@H](NC(C)=O)CC2	0	23	6	11	6	.	.	.	.
Cc1cccc(NC(=O)N2CC3CC(C2)c2cccc(=O)n2C3)c1 (centres undefined)	0	-5	-4	-5	0	1	-2	2	-2
Cc1cccc(N2C(=O)CC(=O)NC2=O)c1	-3	0	-4	2	0	-10	8	0	-2

Among those listed so far, these contain a halogen:
SMILES	PAD4 FP inh	PAFAH1B3 inh	pPAFAH FP inh	PREPL inhibitor	PAFAH1B2 FP inh	PME-1 primary	GSTO1 counter	LYPLA1 counter	LYPLA2 counter
O=C1CC(N2CC=C(c3ccc(F)cc3)CC2)C(=O)N1c1ccc(F)cc1 (centres undefined)	-6	4	4	-4	0	-10	-1	-2	-3
O=C(CN1CC(c2ccccc2)CC1=O)Nc1ccc(F)cc1 (centres undefined)	3	4	-5	-5	1	-7	-2	-2	-9
CCCC(=O)N(C)C1=Nc2ccc(Cl)cc2C(c2ccccc2)=[N+]([O-])C1	0	2	5	-2	3	-12	-1	1	2
COC(=O)C1=C(c2ccc(-c3ccccc3)c(F)c2)C[C@@H]2CC[C@H]1N2C(=O)N1CCc2cc(OC)c(OC)cc2C1	-2	-2	4	4	-1	-8	.	2	2
Cc1ccccc1CN1CCN(c2ccc(Cl)cc2)CC1	3	2	4	21	6	3	4	2	4
Cc1ccc(OCC(=O)N2CCCC(N3CCN(c4ccc(F)cc4)CC3)C2)cc1 (centres undefined)	3	8	-2	-12	8	3	3	3	-4
CCN1CCN(Cc2cc(Br)cc(Br)c2O)CC1	5	2	-3	-16	7	5	7	3	5
O=C(COc1ccc(Cl)cc1)N1CCN(Cc2ccccc2)CC1	1	0	4	-5	3	-3	11	-2	9
N#CC1(c2ccccc2)CCN(C2CC(=O)N(c3ccc(F)cc3)C2=O)CC1 (centres undefined)	18*	0	3	0	4	7	3	1	4
CNCC(O)c1cc(F)c(OCc2ccccc2)c(OCc2ccccc2)c1F (centres undefined)	1	2	1	-27	3	0	3	-1	-3
O=c1[nH]c(=O)n(Cc2ccc(F)cc2)c(O)c1C=NCCN1CCCCC1	2	5	4	3	10	0	6	3	8

These rows are one share of the data. The share of hits here may be higher or lower than overall.
